DDE Tn6 FP inh: DD(E)-Tn6 binding inhibition, primary FP screen | P02675 | AID 720509 | actives 0.21% (n = 370,000) | inhibition, % at 8.3 µM | Fibrin DD(E) TRITC-Tn6 fluorescence polarization displacement;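 active means inhibition above a per-campaign cutoff: mean of compounds within control limits plus 3 SD, cut at about 15% in these data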;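 further: 0% = median of all compound wells on the plate and 100% = blocking peptide control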
Target sequence (P02675 whole entry, looked up): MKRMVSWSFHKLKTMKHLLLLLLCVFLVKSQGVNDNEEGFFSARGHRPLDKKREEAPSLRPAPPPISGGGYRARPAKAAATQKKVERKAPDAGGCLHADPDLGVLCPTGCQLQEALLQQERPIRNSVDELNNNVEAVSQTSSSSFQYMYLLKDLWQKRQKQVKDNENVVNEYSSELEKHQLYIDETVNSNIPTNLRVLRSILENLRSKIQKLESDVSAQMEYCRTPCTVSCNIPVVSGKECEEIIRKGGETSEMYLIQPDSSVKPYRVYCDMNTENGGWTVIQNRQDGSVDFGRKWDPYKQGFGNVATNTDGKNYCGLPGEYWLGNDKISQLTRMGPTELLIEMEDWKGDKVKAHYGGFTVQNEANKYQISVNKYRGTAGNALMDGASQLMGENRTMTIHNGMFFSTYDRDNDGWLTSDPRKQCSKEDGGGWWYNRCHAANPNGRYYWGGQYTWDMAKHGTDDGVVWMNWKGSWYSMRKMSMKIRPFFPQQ
ADAM10 inh: ADAM10 inhibition, QFRET primary screen. actives 0.62% (n = 370,000). recombinant ADAM10, EDANS/DABCYL FRET peptide cleavage, 3 h. O14672. inhibition, % at 7 µM;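 active means inhibition above a per-campaign cutoff equal to the mean of compounds falling between control-based bounds plus 3 SD, cut at about 20% in these data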;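 further: 0% = DMSO wells while the 100% control is not disclosed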
GAA850 FXN act: increases GAA850 frataxin promoter reporter activity. AID 540364. activation, % at 6 µM. HEK293 lucGAA850 FXN promoter luciferase reporter, 24 h; percent of 10 µM SAHA response. actives 0.56% (n = 360,000);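 active means activation above the average of all compounds screened plus 3 SD, cutoff fixed separately per campaign, cut at about 7.5% in these data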;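 further: 0% = DMSO wells and 100% = 10 µM SAHA wells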
KLK7 zymogen act: activates the human kallikrein-7 zymogen | P49862 | purified proKLK7, EDANS-DABCYL substrate fluorescence; 100% is mature enzyme control, 0% vehicle | activation, % at 7 µM | actives 0.9% (n = 370,000) | AID 652039;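 active means activation above the mean of all tested compounds plus 3 SD, computed per campaign excluding outliers beyond control limits, cut at about 13% in these data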
Target sequence (P49862 whole entry, looked up): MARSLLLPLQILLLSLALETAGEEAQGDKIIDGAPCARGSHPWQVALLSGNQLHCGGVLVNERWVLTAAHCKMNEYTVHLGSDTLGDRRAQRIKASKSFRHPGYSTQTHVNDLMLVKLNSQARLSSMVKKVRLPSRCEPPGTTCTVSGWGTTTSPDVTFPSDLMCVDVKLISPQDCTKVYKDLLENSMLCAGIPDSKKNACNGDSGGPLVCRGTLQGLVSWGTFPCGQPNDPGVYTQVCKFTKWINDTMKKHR
rCAG binder: molecules binding r(CAG) RNA repeats; r(CAG) RNA repeat, TO-PRO-1 dye displacement fluorescence; inhibition, % at 3 µM; actives 1.3% (n = 370,000); AID 651821;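 active means inhibition above the plate cutoff, the mean of all test compounds on that plate plus 3 SD, cut at about 35% in these data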;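 further: 0% = DMSO alone and 100% = 100 µM mitoxantrone as full dye displacement; higher means more dye released from RNA so lower well fluorescence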
ARFGAP1 inh: rat ARFGAP1 inhibition; actives 0.26% (n = 360,000); AID 651572; Arfgap1-stimulated ARF1 GTP hydrolysis, GDP FP detection; inhibition, % at 16.5 µM;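 active means inhibition above a per-plate limit, mean inhibition of low control wells plus 3 SD, cut at about 25% in these data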;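 further: 0% = DMSO wells with enzyme and 100% = wells lacking Arfgap1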
Target sequence (Q62848 1-136 limits assumed): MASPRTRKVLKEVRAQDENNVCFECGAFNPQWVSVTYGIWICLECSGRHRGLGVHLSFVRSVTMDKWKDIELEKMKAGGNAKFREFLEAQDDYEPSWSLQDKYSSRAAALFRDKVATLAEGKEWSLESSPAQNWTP
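Material: rat Arfgap1 GAP domain (His6, aa 1-136), purified enzyme. Also added: human ARF1(Δ1-17)-GTP substrate. Compound dosing: 16.5 µM single point, 1.26% DMSO. Timing: enzyme reaction 120 min at 25 °C after 20 min preincubation. Signal: GDP detection by fluorescence polarization. Read-out basis: percent inhibition of GAP-stimulated GDP formation, scaled between DMSO and no-Arfgap1 medians.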
NPR2 activator: GC-B (human) receptor activation | P20594 | HEK293-GC-B cells, CNP EC30, cGMP TR-FRET; 0% at EC30 CNP, 100% saturating CNP | activation, % at 10 µM | actives 0.11% (n = 370,000);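 active means activation at 10 µM reaching about 35% in either raw or pattern-adjusted values, limit read from the data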
ASAP1 GAP inh: blocks human ASAP1-stimulated Arf1 GTP hydrolysis. Q9ULH1. GDP FP detection. inhibition, % at 16.5 µM. actives 0.19% (n = 360,000). AID 624377; in the data active means inhibition above about 25%;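 further: 0% = vehicle with enzyme and substrate and 100% = no enzyme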
NPR1 activator: GC-A (human) enzyme activation; P16066; actives 0.14% (n = 370,000); AID 1671463; activation, % at 10 µM; HEK293 GC-A cells, cGMP TR-FRET, EC30 ANP; 0% at EC30 ANP, 100% saturating ANP; in the data active means activation above about 40%
sPLA2-III inh: Inhibits HGIII-sPLA2 liposome hydrolysis, primary screen. inhibition, % at 12.2 µM. actives 0.56% (n = 370,000). Q9NZ20. QFRET BODIPY PC-A2 liposome hydrolysis, fluorescence;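 active means inhibition above mean plus 3 SD of compounds lying within the high and low control bounds, cut at about 19% in these data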;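 further: 0% = median of test compound wells and 100% = no enzyme DMSO wells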
Starred values were filed as active, the others as inactive; . = no result given.

SMILES | DDE Tn6 FP inh | ADAM10 inh | GAA850 FXN act | KLK7 zymogen act | rCAG binder | ARFGAP1 inh | NPR2 activator | ASAP1 GAP inh | NPR1 activator | sPLA2-III inh
O=C(NCc1ccco1)[C@@H]1CSC2c3ccccc3C(=O)N21 (stereo partly drawn) | 4 | 0 | -0.9 | 0.2 | 13 | -3 | 3 | -4 | 3 | -1
Cc1ccc(C(C(=O)NC2CCCCC2)N(CC2CCCO2)C(=O)CNC(=O)c2cccs2)cc1 (stereo not drawn) | 2 | -6 | -1.8 | -0.5 | -7 | 11 | 4 | 12 | 1 | 4
Nc1nc(SCC(=O)Nc2ccc(Br)cc2F)n[nH]1 | -6 | 1 | -0.8 | 0.1 | -3 | -2 | -1 | 16 | 3 | -5
CNC(=O)CSc1nc2cccnc2n1-c1ccc(F)cc1 | 5 | -4 | 1.5 | 0.6 | -1 | 6 | 6 | -3 | 3 | 1
CCOC(=O)CC(=O)CSc1nc2nc(C)cc(C)n2n1 | 3 | -3 | -0.5 | 0.9 | 2 | 13 | 3 | 3 | 1 | 0
CCOc1cc(/C=C2\SC(=Nc3ccccc3)N(c3ccccc3)C2=O)ccc1OCC(=O)O | -2 | 7 | 1.0 | -0.1 | 65* | -7 | 2 | -2 | 2 | -30
CCCn1c(SCC(=O)NCC2CCCO2)nc2c1c(=O)n(C)c(=O)n2C (stereo not drawn) | 6 | 0 | -1.1 | 0.1 | -5 | 4 | 3 | 9 | 3 | 7
N[C@@H](Cc1ccccc1)c1nnc(SCc2ccccc2F)o1 | -2 | 6 | 2.8 | -0.6 | -4 | 3 | 7 | -4 | -3 | -3
O=C(Cc1ccc(Br)cc1)Nc1cccc(Cl)c1 | -5 | 10 | 1.1 | 0.0 | -1 | -3 | -4 | -1 | -5 | -22
CCOC(=O)C1=C(O)/C(=C/c2ccc(OCC(=O)Nc3ccc(C)cc3)cc2)N=C1C | 0 | -14 | -1.6 | 32* | 7 | 5 | 2 | 11 | -3 | -23
Cc1cnn(C(=S)NCC2CCCO2)c1 (stereo not drawn) | 4 | -1 | -0.8 | 0.6 | 0 | -6 | 0 | -1 | -4 | 2
COc1ccc(/C=N/NC(=O)CSc2ccccn2)cc1OC | -1 | 2 | 0.9 | -0.2 | 0 | 4 | 3 | 8 | 0 | 1
O=C(NCCc1ccccc1)c1cc([N+](=O)[O-])ccc1N1CCOCC1 | 5 | -23 | 0.4 | 0.2 | 1 | 2 | 25 | -9 | 19 | 6
Nc1cc(Cl)ccc1N1C(=O)CCC1=O | 3 | -5 | 0.9 | 0.1 | 0 | 21 | 2 | 6 | -1 | 5
Cc1ccc(S(=O)(=O)NCCNC(=O)c2cc(OCC(F)(F)F)ccc2OCC(F)(F)F)cc1 | -1 | 6 | 5.5 | -0.5 | -4 | 2 | 3 | 10 | -2 | -9
C=C1C(=O)OC2C=C(CO)C3OC3C3OC3(C)CC(OC(=O)/C(=C/C)COC(C)=O)C12 (stereo not drawn) | 0 | -6 | -14 | -0.4 | 1 | -5 | 2 | -9 | 0 | 8
CCCn1nnc(NC(=O)c2ccco2)n1 | 6 | -17 | 0.2 | 0.1 | -3 | 10 | -3 | 10 | 2 | 4
CN(C)S(=O)(=O)c1cccc(C(=O)NCc2ccco2)c1 | 2 | -12 | -0.8 | -0.5 | 9 | 10 | 5 | 0 | 4 | 3
CC1CCN(S(=O)(=O)N2CCC(C(=O)NC3CCCC3)CC2)CC1 | 4 | 12 | -1.0 | 0.2 | -6 | 12 | -4 | -7 | 2 | 2
COc1ccc2[nH]c(C(=O)NCc3ccccc3)cc2c1 | 0 | -108 | -2.1 | 3.1 | 5 | -12 | 3 | 9 | -3 | -3
C=Cc1ccc(CN2CCCN(Cc3ccc(Cl)cc3)S2(=O)=O)cc1 | -1 | 9 | -0.4 | 0.0 | -3 | 5 | 1 | -3 | 3 | 4
CCCCN(C)C(=S)Nc1ccc(Oc2ccccc2)cc1 | 1 | -5 | 0.6 | 0.1 | -4 | 5 | 3 | 5 | 4 | 13
COc1ccc(OC)c(NC(=O)c2oc3ccccc3c2NC(=O)C2CC2)c1 | 6 | -17 | 2.8 | -0.8 | 1 | -3 | -13 | 3 | 0 | 8
CCCCn1nnnc1C(c1cc2ccccc2o1)N1CCN(C(=O)OCC)CC1 (stereo not drawn) | 1 | -9 | . | -0.1 | -2 | 1 | 1 | 11 | -4 | -9
COC(=O)C1(c2ccccc2)NC(c2cccs2)C2C(=O)N(c3ccccc3)C(=O)C21 (stereo not drawn) | 10 | 6 | -0.5 | 0.7 | 6 | 1 | -17 | 4 | -18 | -2
COc1ccc(NC(=O)c2c(-c3c(Cl)cccc3Cl)noc2C)c(OC)c1 | 0 | 11 | 0.1 | 0.1 | 4 | 3 | -13 | -7 | -28 | -5
O=C(CNC(=O)c1ccccc1F)N/N=C/c1ccc2c(c1)OCO2 | 1 | 2 | 4.2 | -0.5 | 0 | -1 | -1 | -6 | 3 | -1
COC(=O)C12CC3CC(C1)CC(n1cnc(Cl)n1)(C3)C2 | 0 | 2 | 0.6 | 0.3 | -2 | 12 | 5 | -15 | -1 | -6
O=C(/C=C/NCc1cccnc1)c1ccc(Br)cc1 | -5 | 0 | 5.4 | 0.7 | 3 | -3 | -9 | -3 | -11 | -4
COc1ccccc1NC(=O)CC12CC3CC(CC(Br)(C3)C1)C2 | -2 | -15 | 1.3 | 0.2 | 0 | 1 | 4 | 7 | -4 | 10

Some of the entries so far, with tabs.
smiles	DDE Tn6 FP inh	ADAM10 inh	GAA850 FXN act	KLK7 zymogen act	rCAG binder	ARFGAP1 inh	NPR2 activator	ASAP1 GAP inh	NPR1 activator	sPLA2-III inh
COC(=O)C1(c2ccccc2)NC(c2cccs2)C2C(=O)N(c3ccccc3)C(=O)C21 (stereo not drawn)	10	6	-0.5	0.7	6	1	-17	4	-18	-2
COc1ccc(NC(=O)c2c(-c3c(Cl)cccc3Cl)noc2C)c(OC)c1	0	11	0.1	0.1	4	3	-13	-7	-28	-5
O=C(CNC(=O)c1ccccc1F)N/N=C/c1ccc2c(c1)OCO2	1	2	4.2	-0.5	0	-1	-1	-6	3	-1
COC(=O)C12CC3CC(C1)CC(n1cnc(Cl)n1)(C3)C2	0	2	0.6	0.3	-2	12	5	-15	-1	-6
O=C(/C=C/NCc1cccnc1)c1ccc(Br)cc1	-5	0	5.4	0.7	3	-3	-9	-3	-11	-4
COc1ccccc1NC(=O)CC12CC3CC(CC(Br)(C3)C1)C2	-2	-15	1.3	0.2	0	1	4	7	-4	10

(cont.)
SMILES | DDE Tn6 FP inh | ADAM10 inh | GAA850 FXN act | KLK7 zymogen act | rCAG binder | ARFGAP1 inh | NPR2 activator | ASAP1 GAP inh | NPR1 activator | sPLA2-III inh
CCC(=O)N(Cc1ccco1)c1nc(-c2ccc(OC)cc2)cs1 | 4 | -3 | 2.6 | 0.0 | 4 | -2 | -2 | 2 | 0 | -7
Cc1cnc(C(=O)OCC(=O)NC(=O)c2ccccc2)cn1 | -2 | -7 | 1.3 | 0.3 | -2 | 3 | -3 | 12 | -1 | 15
Nc1cnc(Nc2ccc(Br)cc2)nc1N | 2 | 0 | 2.2 | 0.2 | 15 | 1 | 2 | -10 | -4 | 5
COC(=O)CN1C(=O)C(C)(C)Oc2ccc(C(=O)Nc3ccccc3F)cc21 | -3 | 8 | 0.2 | -0.1 | -4 | 8 | 7 | -7 | 2 | 4
COc1cc(/C=N/N=C(/N)c2nonc2N)cc(Br)c1OCc1cccc(C)c1 | -1 | 15 | 4.9 | 0.2 | 15 | 23 | -7 | -8 | -9 | -5
COC(=O)c1oc2c(c1C)C(=O)CCC2 | -2 | -5 | 2.8 | -0.3 | -4 | -5 | 1 | -7 | 0 | 0
Cc1ccc(CC2C(=O)N(c3ccccc3)C(=O)C2C)cc1 (stereo not drawn) | 8 | -2 | 1.2 | -0.7 | 4 | -9 | -3 | -4 | -2 | -8
COc1cc(OC)c2ccc(=O)oc2c1C(CCN1CCN(c2ccccc2)CC1)c1ccc(N(C)C)cc1 (stereo not drawn) | -3 | 0 | -2.0 | 1.0 | 1 | -1 | -4 | 2 | -1 | 0
Cc1ccc(C(=O)OCC(=O)N2CCC(Cc3ccccc3)CC2)cc1N | -3 | 7 | 2.9 | -0.1 | -3 | -2 | 0 | 3 | -1 | 7
CCCCOCCCNC(=O)C[C@@H]1C[C@@]2(C(=O)OC)CCCCC=C2N(Cc2ccc3c(c2)OCO3)C1=O | -10 | 3 | . | 0.4 | -1 | 5 | -3 | 2 | -2 | -12
CSc1cccc(NC(=O)/C=C/c2ccco2)c1 | 4 | 5 | 2.4 | 0.1 | 26 | 4 | 2 | -14 | -4 | 2
O=C1N/C(=N/c2ccccn2)SC1Cc1ccccc1 (stereo not drawn) | -1 | 0 | 0.7 | -0.1 | 4 | 4 | -6 | 13 | -1 | -5
Cc1ccc(NS(=O)(=O)c2c(C)[nH]c(=O)[nH]c2=O)c(C)c1 | 7 | 8 | 2.2 | 0.0 | 0 | 4 | -1 | 9 | 4 | 11
CS(=O)(=O)N1N=C(c2ccco2)CC1c1ccco1 (stereo not drawn) | 4 | 1 | 2.9 | -0.8 | 10 | -3 | 1 | -4 | 3 | -1
CCOc1ccc(CCNC(=O)CN2C(=O)NC3(CCCc4ccccc43)C2=O)cc1OCC (stereo not drawn) | 1 | -16 | 0.1 | 0.2 | -9 | 2 | 5 | -3 | 0 | 11
COCCNC(=O)C(c1ccc(C)cc1)N(C(=O)CCC(=O)Nc1ccccn1)c1ccccc1C (stereo not drawn) | -1 | 2 | 1.1 | -0.6 | -2 | 3 | -7 | 12 | -1 | 0
COc1cc(NC(=O)CSc2nnc3ccccn23)cc(OC)c1 | -1 | -5 | 1.2 | -0.6 | 0 | 7 | 7 | -19 | 2 | -4
CCCN1/C(=C(/C#N)C2=NS(=O)(=O)c3ccccc32)N(C)c2ccccc21 | -2 | -2 | 2.1 | -0.3 | -3 | -8 | 3 | 2 | -7 | 8
COc1ccc(CNC(=O)Cn2cc3c(n2)CCCCC3)cc1 | -10 | -9 | 1.4 | 0.2 | -3 | -5 | 5 | 2 | 1 | -11
C[C@H]1CN([C@@H](C)CO)C(=O)Cc2cc(NC(=O)CCC(F)(F)F)ccc2O[C@H]1CN(C)Cc1ccc(C(F)(F)F)cc1 | 1 | 25* | -3.3 | -0.5 | -5 | 9 | 7 | 10 | 1 | -16

2 of the compounds above, with values under each structure:
Under each structure: DDE Tn6 FP inh | ADAM10 inh | GAA850 FXN act | KLK7 zymogen act | rCAG binder | ARFGAP1 inh | NPR2 activator | ASAP1 GAP inh | NPR1 activator | sPLA2-III inh
- O=C1N/C(=N/c2ccccn2)SC1Cc1ccccc1 (stereo not drawn)
  -1 | 0 | 0.7 | -0.1 | 4 | 4 | -6 | 13 | -1 | -5
- Cc1ccc(NS(=O)(=O)c2c(C)[nH]c(=O)[nH]c2=O)c(C)c1
  7 | 8 | 2.2 | 0.0 | 0 | 4 | -1 | 9 | 4 | 11

Bioassay records (PubChem)
